Screens as filed in PubChem BioAssay.
Eya2 phos inh: Eya2 (human) phosphatase inhibition; recombinant Eya2, OMFP fluorescence dephosphorylation (OMFP is methylfluorescein phosphate); Potency, µM (top dose mostly 76.9 µM), inactives show at the highest dose activity, negative = inhibition, most hits filed as inhibitors; 330,000 compounds, 0.006% hits; AID 488837; also: potency is read from the fitted curve at half-maximal effect; % is scaled to controls: 0 for no effect and ±100 for the full control effect
Target sequence (O00167 whole entry, looked up): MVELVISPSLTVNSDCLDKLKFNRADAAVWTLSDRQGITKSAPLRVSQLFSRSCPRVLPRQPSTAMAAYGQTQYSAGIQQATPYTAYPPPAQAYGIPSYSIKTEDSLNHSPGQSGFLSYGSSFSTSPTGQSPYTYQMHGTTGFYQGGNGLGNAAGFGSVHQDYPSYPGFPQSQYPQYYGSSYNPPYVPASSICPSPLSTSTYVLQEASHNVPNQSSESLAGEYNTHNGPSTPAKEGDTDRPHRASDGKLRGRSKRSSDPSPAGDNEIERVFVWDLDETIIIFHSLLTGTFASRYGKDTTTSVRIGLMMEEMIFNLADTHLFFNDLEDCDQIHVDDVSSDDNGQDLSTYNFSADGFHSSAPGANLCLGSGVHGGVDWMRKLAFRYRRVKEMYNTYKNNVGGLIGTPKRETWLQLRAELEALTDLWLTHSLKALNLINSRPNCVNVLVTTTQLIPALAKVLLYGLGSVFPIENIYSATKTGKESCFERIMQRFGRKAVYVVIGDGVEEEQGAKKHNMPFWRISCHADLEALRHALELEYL
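Eya2 protein (added as 0.2 uM solution) was preincubated with compound for 10 min at ambient temperature in 50 mM HEPES pH 7.5, 50 mM NaCl, 5 uM MgCl2, 0.05% BSA, 1 mM DTT. OMFP (added at 50 uM) then reacted 10 min; fluorescence read at 485/525 nm.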
Tb PFK block: inhibitors of T. brucei phosphofructokinase | T. brucei PFK, ADP-Glo luminescence | Potency, µM (top dose mostly 57.5 µM), inactives show at the top dose activity, negative = inhibition, actives largely listed as inhibitors | 330,000 compounds, 0.17% hits | O15648;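 also: potency is read from the fitted curve at half-maximal effect; 0% = uninhibited 1x PFK enzyme wells and -100% = no-enzyme wells; nearly all actives have a fitted effect of over 60% in size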
Target sequence (O15648 whole entry, looked up): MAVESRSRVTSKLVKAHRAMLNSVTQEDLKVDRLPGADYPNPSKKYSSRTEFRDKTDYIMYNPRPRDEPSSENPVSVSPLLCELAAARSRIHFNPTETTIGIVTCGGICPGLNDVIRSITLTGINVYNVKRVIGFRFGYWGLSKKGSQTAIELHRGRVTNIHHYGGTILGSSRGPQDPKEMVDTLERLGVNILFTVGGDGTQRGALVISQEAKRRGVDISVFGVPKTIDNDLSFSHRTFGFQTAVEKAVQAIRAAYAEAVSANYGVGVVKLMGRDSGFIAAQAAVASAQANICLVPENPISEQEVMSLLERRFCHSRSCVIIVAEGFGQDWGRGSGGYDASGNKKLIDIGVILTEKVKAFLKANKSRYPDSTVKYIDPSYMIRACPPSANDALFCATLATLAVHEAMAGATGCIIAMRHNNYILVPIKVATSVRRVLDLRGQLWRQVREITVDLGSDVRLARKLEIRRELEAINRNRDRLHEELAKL
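PFK 1.25 nM, F6P 0.5 mM, ATP 0.1 mM, 0.1 M TEA pH 8.0, 5 mM MgCl2, 0.01% Tween20, 0.1% BSA; 45 min RT. ADP-Glo readout. qHTS titration up to 57 uM; curves fitted, compounds curve-classed.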
A-T KAP1 phos: potential ataxia-telangiectasia treatment; […] A-T fibroblasts, KAP-1 phosphorylation AlphaLISA; neocarzinostatin DNA damage 30 min before lysis; Potency, µM (top dose mostly 57.5 µM), for the others: at the highest dose activation, usual class: activators; 320,000 compounds, 0.19% hits; AID 485349; also: potency is read from the fitted curve at half-maximal effect; % of control where 0% means no effect; nearly all actives have a fitted effect of over 45% in size
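hTERT-immortalized A-T patient fibroblasts ([…]), 500 cells/well in OPTI-MEM, 1% FBS, got compounds for 60 min, then NCS for 30 min at 37C. Lysates were then assayed for phospho-KAP-1 by AlphaLISA (anti-pKAP1 donor, anti-KAP1 acceptor beads), 6 hr at 25C.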
PTAP TSG101 blk: blocks PTAP/TSG101 interaction to inhibit HIV-1 budding; Q99816; Fluorescence polarization, FITC-PTAP peptide / Tsg101 binding; Potency, µM (titrated, usually from 115 µM), for inactives: at the highest dose activity change, negative = inhibition, actives largely listed as inhibitors; 340,000 tested, under 10 active; active = well fitted inhibition curve with a large enough effect in the main read-out, with a control signal flat, not every such curve was filed as active; inconclusive = small, poorly fitted or top-dose-only effect, or effect the other way, or a change in a side signal; inactive = no such curve, though single readings can be large or run the other way; also: potency is read from the fitted curve at half-maximal effect; % of control where 0% means no effect
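Fluorescence polarization binding of Tsg101 binding domain (10 uM final) to FITC-labeled PTAP peptide (50 nM final) in HEPES pH 7.5 buffer with NaCl, Tween 20, EDTA, TCEP. Compounds added before peptide; binding 20 min at RT.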
S-ASM inh: human S-ASM enzyme inhibition | P17405 | placental ASM, HMU-PC fluorogenic substrate, 60 min | Potency, µM (highest dose often 57.5 µM), inactives show top-dose activity change, negative = inhibition, actives largely listed as inhibitors | 340,000 compounds, 0.006% hits | AID 504937; also: potency is read from the fitted curve at half-maximal effect
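Fluorogenic HMU-PC substrate (9 uM final) is turned over by placental ASM in 60 min at 37 C after a 10 min compound preincubation. Reaction ended by alkaline stop (pH 10), with fluorescence read at 386/447 nm.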
Integrin act MD: activators of alpha7 integrin expression for muscular dystrophy | Potency, µM (highest dose often 38.3 µM), inactives show top-dose activation, most hits filed as activators | AID 624291 | 350,000 compounds, 0.064% hits | alpha7betagal myoblasts, beta-gal FDG fluorescence, 48 h;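 also: potency is read from the fitted curve at half-maximal effect; 100% = response of the positive control SU9516; nearly all actives have a fitted effect of over 60% in size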
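Alpha7betagal+/- myoblasts (passage 13) were plated 16-24 hr, then exposed to compounds (1:260 dilution of DMSO stock) for 48 hours at 37C. After MPER lysis, β-galactosidase reporter activity was read as FDG fluorescence (ex 480/em 540) after 30 minutes.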
Mito fusion yeast: blocks mitochondrial division or promotes mitochondrial fusion. 320,000 compounds, 0.23% hits. Potency, µM (series often up to 46.1 µM), without a hit: at the top dose growth rescue (activation), usual class: activators. AID 485298. S. cerevisiae fusion-defective mutant growth rescue, CellTiterGlo 48 h;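 also: potency is read from the fitted curve at half-maximal effect; % of control where 0% means no effect; nearly all actives have a fitted effect of over 45% in size; temperature-sensitive fusion mutants such as fzo1-1 at 37 °C on non-fermentable ethanol glycerol medium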
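S. cerevisiae fusion-defective temperature-sensitive mutants (e.g. fzo1-1, mgm1-5) grown 48 h at 37C in YPEG (ethanol/glycerol non-fermentable) medium with 23 nl compound per well; growth rescue read as CellTiterGlo luminescence.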
BCR signal inh: inhibitors of chronic active B-cell receptor signaling | ABC-DLBCL IkBa-CBG/CBR reporter, luminescence ratio, 4 h | Potency, µM (top dose mostly 46.1 µM), for inactives: at the highest dose ratio change, negative = lower green/red ratio, usual class: inhibitors | 340,000 compounds, 0.05% hits; active = well fitted inhibition curve with a large enough effect in the signal ratio, with a control signal flat, not every such curve was filed as active; inconclusive = small, poorly fitted or top-dose-only effect, or effect the other way, or a change in a side signal; the % refers to the signal ratio;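 also: potency is read from the fitted curve at half-maximal effect; plate controls were basal doxycycline-induced cells for no effect and cells given 10 µM MG132 for full effect; MG132 reads +100%, hits lower the ratio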
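TMD8 ABC-DLBCL cells carrying doxycycline-inducible green luciferase fused to IkappaBalpha plus unfused red luciferase were exposed to compounds (up to 46 uM) for 4 hrs at 37C. Activity came from the overlap-corrected green/red luminescence ratio.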
ELG1 repair inh: ELG1-dependent DNA repair inhibition; HEK293T ELG1-luciferase reporter, luminescence, 16 h; DNA damage induced by 5-fluorouridine; Potency, µM (series often up to 46.1 µM), inactives show at the top dose activity change, negative = inhibition, usual class: inhibitors; 330,000 compounds, 2.3% hits; AID 504467; also: potency is read from the fitted curve at half-maximal effect; % is scaled to controls: 0 for no effect and ±100 for the full control effect; nearly all actives have a fitted effect of over 55% in size
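DMSO vehicle served as the neutral condition. Each well held 2,000 cells given 5-fluorouridine plus compound; after 16 hr at 37 °C/5% CO2, ONE-Glo was added and luciferase measured 30 min later.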
TSHR antagonist: human thyrotropin receptor antagonism; P16473; TSHR-expressing cells, TSH-stimulated cAMP HTRF, 2 h; active compounds read low; activity change, negative = inhibition, % at 11.5 µM; 330,000 compounds, 0.2% hits; AID 504810;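 active = activity change below a set negative limit, meaning inhibition stronger than a set level, cut at about -70% in these data; inconclusive = activity change between two set negative limits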; also: % is scaled to controls: 0 for no effect and ±100 for the full control effect
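Antagonism was scored as loss of TSH-driven cAMP in TSHR cells, stimulated with 4nM TSH (EC80) for 2 hours at 37 deg C and detected by homogeneous HTRF competition immunoassay.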
TCR act: T cell receptor activation; primary human leukocytes, anti-CD3, IL-2 HTRF, 48 h; 330,000 tested, under 10 active; AID 504894; Potency, µM (doses to about 9.22 µM), for inactives: top-dose activation of IL-2 secretion, hits mostly activators; also: % of control where 0% means no effect
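IL-2 produced over 48 hr by a-CD3 bead-stimulated primary human leukocytes exposed to compounds was detected with a homogeneous time-resolved FRET immunoassay, 665nm acceptor signal after 320nm excitation.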
* marks the source's active call; other numbers are inactive results; ? = inconclusive; . = no result given; [ ] = dose if it differs, or a comment. Unless noted, calls follow the shape of the dose curve; as a rule, active = well fitted curve in the direction sought with a large enough effect; inconclusive = small, poorly fitted or top-dose-only effect, or another doubt; inactive = no such curve, though single readings can be large; an effect the other way counts as inactive or inconclusive.

Compound	Integrin act MD	A-T KAP1 phos	TSHR antagonist	BCR signal inh	TCR act	Eya2 phos inh	PTAP TSG101 blk	S-ASM inh	Mito fusion yeast	ELG1 repair inh	Tb PFK block
O=C(CSc1ccc(-c2ccc(Cl)cc2)nn1)N1CCCc2ccccc21	-20%	11%	-4	?	-2%[46.1 µM]	-11%	-2%	-18%	?	9%	0%
COCCNC(=S)Nc1ccc2nsnc2c1	16%	2%	9	4%	23%[46.1 µM]	-5%	-6%	11%	-8%	4%	0%
Cc1cc(C)cc(NC(=O)NN2C(C)CCCC2C)c1 (stereo not drawn)	-8%	10%	6	-8%	-11%	0%	-6%	2%	11%	7%	-2%
O=C(NCc1ccccc1)c1ccc(S(=O)(=O)C(F)F)cc1	8%	-2%	-8	6%	-1%	-3%	-4%	-3%	-5%	-26%	0%
Cc1nc2c(C)cccc2cc1C(=O)N/N=C/c1ccc(C(=O)O)cc1	7%	-2%	-5	1%	0%	9%	-3%	3%	-3%	-2%	-3%
O=C(Cn1cnc2ccc(Cl)cc2c1=O)c1cccs1	8%	4%	6	?	3%	-2%	-5%	0%	-24%	-1%	0%
Cc1cc(C)c2nc(NC(=O)c3cc(C)on3)sc2c1	11%	.	2	?	6%	-27%	1%	1%	6%	?	4%
CC(N=C1NS(=O)(=O)c2ccccc21)C(=O)N1CCc2ccccc2C1 (stereo not drawn)	10%	-7%	7	3%	.	-8%	-1%	-4%	9%	6%	-21%
COc1ccccc1CCNS(=O)(=O)c1cn(C)c(=O)n(C)c1=O	0%	-2%	4	?	-1%	7%	-11%	6%	4%	20%	-4%
CCOC(=O)C1(CC2CC2)CCN(Cc2cnc(N(C)C)s2)CC1	-11%	2%	14	-19%	-4%	-9%	1%	4%	-2%	20%	-3%
CCOC(=O)C(=Cc1cn(C)c2ccc(S(=O)(=O)N(C)C)cc12)C(=O)OCC	-10%	3%	-10	?	3%	1%	0%	-3%	-3%	?	-6%
CCCCN(C)C(=O)C1CCC(CNS(=O)(=O)c2ccc3c(c2)CC(C)N3C(=O)C2CC2)CC1 (stereo not drawn)	15%	.	-8	2%	-2%	0%	-9%	-5%	4%	?	2%
COc1cc(C(=O)Nc2c(C)cc(C)cc2C)c([N+](=O)[O-])cc1OC	-7%	-6%	6	0%	-2%[46.1 µM]	1%	-8%	-2%	-1%	-2%	0%
O=C(NC1CCCCCC1)c1cc(-c2ccccn2)nc2ccccc12	2%	3%	-4	4%	6%	6%	1%	-2%	15%	?	3%
Cc1noc(C)c1COC(=O)Cc1ccc(Cl)cc1	18%	9%	-15	0%	3%	-8%	-2%	1%	-11%	2%	4%

(more compounds)
Compound	Integrin act MD	A-T KAP1 phos	TSHR antagonist	BCR signal inh	TCR act	Eya2 phos inh	PTAP TSG101 blk	S-ASM inh	Mito fusion yeast	ELG1 repair inh	Tb PFK block
C=CCN1C(=O)C(CC(=O)Nc2ccc(OCCC)cc2)N(CCCN2CCN(Cc3ccccc3)CC2)C1=S (stereo not drawn)	-69%[inhibitor]	-3%	-3	-3%	1%	-20%	-8%	-5%	9%	?	4%
CCOC(=O)/C(=N\Nc1cc(C(F)(F)F)ccc1Cl)N(CC)CC	-16%	2%	0	?	-2%	-20%	-2%	-6%	-7%	-14%	2%
Oc1ccccc1C(=S)N1CCCCC1	0%	-1%	-3	6%	0%	-3%	-3%	2%	0%	-3%	-5%
CCC(=O)N1CCc2cc(S(=O)(=O)NCCCN3CCN(Cc4ccccc4)CC3)ccc21	0%	0%	16	0%	2%	-3%	-5%	0%	2%	-17%	-8%
Cc1c(C(=O)NNC(=O)c2csc(N3CCOCC3)n2)oc2ccccc12	-12%	-5%	-9	?	1%	5%	-6%	1%	5%	12%	-3%
CN(C)CC(O)CN1C(=O)N(CN2C(=O)N(CC(O)CN(C)C)C(=O)C2(C)C)C(C)(C)C1=O (stereo not drawn)	13%	6%	-8	2%	1%	9%	0%	-1%	14%	0%	-1%
Fc1ccc(NC(=S)N2CCCC2)cc1Cl	12%	3%	11	?	2%[46.1 µM]	1%	0%	11%	-2%	0%	-8%
CCCCN(Cc1ccccc1)S(=O)(=O)c1c(N)n(C)c(=O)n(C)c1=O	-20%	7%	3	0%	0%	-17%	0%	0%	5%	-3%	-3%
O=C(COC(=O)C1(c2ccc(F)cc2)CCCC1)Nc1ncc(C(F)(F)F)cc1Cl	13%	7%	-22	?	0%[46.1 µM]	-27%	-1%	-1%	8%	-8%	0%
O=C(O)Cn1cnc2sc3c(c2c1=O)CCCC3	-19%	4%	-27	5%	0%	1%	-5%	12%	-6%	-16%	4%
Cc1onc(-c2ccccc2)c1C(=O)N/N=C/c1ccccc1OC(C)C	-10%	-22%	6	?	2%	-8%	-4%	-3%	2%	3%	11%
CCc1nnc(NC(=O)c2ccncc2)s1	3%	5%	-3	-14%	-2%	-2%	0%	1%	-1%	?	1%
Cc1[nH][nH]c(=O)c1N=Nc1ccc(Cl)cc1	-1%	-10%	3	?	-3%	6%	-1%	-6%	4%	-23%	-4%
CN(Cc1ccon1)C(=O)c1ccc2nc(Cc3cccc(Cl)c3)oc2c1	-3%	-2%	16	-4%	4%	0%	-5%	2%	11%	12%	-19%
CC(NC(=O)CCNC(=O)c1ccco1)c1ccc(F)cc1 (stereo not drawn)	26%	8%	39	3%	-5%	10%	-2%	-5%	3%	0%	-5%

The list continues:
Compound	Integrin act MD	A-T KAP1 phos	TSHR antagonist	BCR signal inh	TCR act	Eya2 phos inh	PTAP TSG101 blk	S-ASM inh	Mito fusion yeast	ELG1 repair inh	Tb PFK block
CC12C(=O)N(c3nccs3)C(=O)C1C1C=CC2C1 (stereo not drawn)	11%	-3%	3	-1%	-1%	3%	-2%	1%	-2%	6%	-30%
CC(C)(C)C(=O)NC(=S)Nc1ccc(C(F)(F)F)cc1	5%	0%	-6	3%	-1%	-16%	-2%	-7%	-1%	30%	-1%
COc1ccc(CCNC(=O)CN2C(=O)c3ccccc3S2(=O)=O)cc1OC	3%	2%	.	-3%	-1%	6%	-2%	-1%	0%	1%	-4%
O=C(CSc1ncccn1)N/N=C/c1ccc2c(c1)OCO2	?	1%	1	-2%	-26%	0%	-7%	3%	2%	?	-3%
O=C1OC(CO)CN1Cc1ccccc1 (stereo not drawn)	-25%	-4%	13	-1%	5%	-4%	-1%	6%	7%	5%	-1%
COc1ccc(N=c2oc3c(OC)cccc3cc2C(=O)NCc2ccco2)cc1OC	13%	11%	24	?	-4%	30%	-3%	-7%	3%	?	-3%
COc1ccc(Cn2nnnc2C(c2cccnc2)N2CCN(c3ccc(O)cc3)CC2)cc1 (stereo not drawn)	-21%	-2%	-8	2%	-3%	-25%	-2%	-4%	-1%	-4%	-18%
C=C[C@@]1(C)CCC(/C(C)=C/C=C/C(C)(C)O)C[C@@H]1C(=C)C (stereo partly drawn)	42%	20%	29	-2%	3%	-7%	-5%	4%	.	8%	-3%
Cc1ccc(OCCNC(=O)C2CC(=O)N(Cc3ccccc3)C2)cc1 (stereo not drawn)	-1%	1%	-13	7%	11%	-16%	-1%	-1%	3%	3%	0%
O=C(O)CCC(=O)Nc1sc2c(c1C(=O)Nc1ccccc1)CCCCC2	17%	-7%	-7	18%	6%	4%	-1%	3%	5%	6%	-10%
O=C(c1ccc(N2CCCC2=O)cc1)N1CCN(c2ccccc2F)CC1	0%	9%	-3	0%	-1%	-5%	4%	1%	1%	-2%	1%
O=C(O)c1ccc(NS(=O)(=O)c2ccc3c(c2)C(=O)c2cc(S(=O)(=O)Nc4ccc(C(=O)O)cc4)ccc2-3)cc1	8%	5%	-4	?	.	18%	-3%	29%	?	10%	?
CCOc1cc(OCC)c(C(C)=O)cc1OCC	.	12%	1	-15%	1%	-6%	0%	-1%	0%	19%	0%
